V1aR counter: V1a receptor agonism, counter-screen for OXTR agonists; P37288; CHO-V1R cells, Fluo-8 calcium fluorescence, agonist mode; 0% DMSO, 100% 3 nM vasopressin; activation, % at 3 µM; actives 0.25% (n = 320,000); AID 2797;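 active = activation above the mean activation of all tested compounds plus 3 SD, per screening run, cut at about 20% in these data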;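 also: signal is peak over basal fluorescence ratio across a 100 second FLIPR read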
GPR7 antag: human neuropeptides B/W receptor 1 antagonism; inhibition, % at 4.4 µM; P48145; actives 1.1% (n = 290,000); AID 1861; GPR7-expressing cells, fluorescence antagonist assay; in the data active = inhibition above about 16%, passing the limit was not always enough;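 also: cells stimulated with the agonist NPW; 0% = agonist with vehicle and 100% = vehicle without agonist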
Target sequence (P48145 whole entry, looked up): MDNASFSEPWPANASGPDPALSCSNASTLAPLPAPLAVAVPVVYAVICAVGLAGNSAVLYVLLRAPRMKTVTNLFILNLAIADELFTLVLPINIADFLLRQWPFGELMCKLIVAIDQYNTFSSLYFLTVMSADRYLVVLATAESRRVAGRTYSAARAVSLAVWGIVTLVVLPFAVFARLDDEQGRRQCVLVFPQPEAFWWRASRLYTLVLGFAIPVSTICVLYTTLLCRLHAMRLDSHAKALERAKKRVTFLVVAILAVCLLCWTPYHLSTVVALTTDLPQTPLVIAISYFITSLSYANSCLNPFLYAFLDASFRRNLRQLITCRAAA
OXTR ag: agonists of human oxytocin receptor; actives 0.32% (n = 320,000); P30559; activation, % at 3 µM; CHO-OTR cells, Fluo-8 calcium fluorescence; normalized: DMSO 0%, oxytocin 100%; AID 2435;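 active = activation above the mean of all tested compounds plus 3 SD, cutoff set per screening run, cut at about 20% in these data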;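 also: peak over basal fluorescence ratio from a 100 s FLIPR kinetic read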
Target sequence (P30559 whole entry, looked up): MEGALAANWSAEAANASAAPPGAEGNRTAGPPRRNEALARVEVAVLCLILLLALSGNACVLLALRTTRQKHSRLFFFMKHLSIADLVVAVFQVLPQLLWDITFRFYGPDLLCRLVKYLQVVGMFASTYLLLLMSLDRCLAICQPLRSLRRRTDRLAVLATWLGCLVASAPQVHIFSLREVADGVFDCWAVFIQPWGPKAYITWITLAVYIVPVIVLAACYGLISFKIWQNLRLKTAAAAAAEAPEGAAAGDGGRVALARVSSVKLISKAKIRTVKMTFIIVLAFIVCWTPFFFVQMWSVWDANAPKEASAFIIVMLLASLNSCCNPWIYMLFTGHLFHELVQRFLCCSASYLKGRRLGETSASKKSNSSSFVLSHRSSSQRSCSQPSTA
CHO-K1 Ca antag: counter-screen for M1 antagonists: effect in parental CHO-K1 cells; ATP-induced calcium, Fluo-8 fluorescence; actives 0.6% (n = 360,000); AID 602250; inhibition, % at 3 µM;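 active = inhibition above a per-plate cutoff, the plate's mean sample inhibition plus 3 SD, cut at about 24% in these data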;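 also: 0% = DMSO plus EC80 ATP and 100% = DMSO alone without ATP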
CHO-K1 Ca PAM: nonselective activator or artifact in parental CHO-K1 calcium assay | activation, % at 3 µM | AID 602247 | actives 0.02% (n = 360,000) | ATP EC20, Fluo-8 calcium fluorescence; 0% at ATP EC20, 100% at ATP max;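 active = activation above the run cutoff, the mean activation of all test compounds plus 3 SD, cut at about 40% in these data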;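 also: peak over basal fluorescence ratio in a 140 s read after ATP addition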
CHO-K1 Ca ag: counter-screen for M1 agonists: effect in parental CHO-K1 cells; activation, % at 3 µM; AID 602248; Fluo-8 calcium fluorescence; scaled to maximal ATP response, vehicle zero; actives 0.48% (n = 360,000); in the data active = activation above about 15%;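 also: untransfected CHO-K1 host cells lacking M1 receptor as counterscreen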
CHO parental Ca: counter-screen: ATP calcium response change in parental CHO cells; parental CHO-K1, ATP-induced calcium, Fluo-8 fluorescence; inhibition, % at 5.6 µM; actives 0.63% (n = 330,000); AID 463079;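 active = inhibition above that plate's mean sample inhibition plus 3 SD, cut at about 26% in these data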;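 also: 0% = ATP-challenged DMSO wells and 100% = DMSO wells without ATP; some compounds past the cut are filed as inactive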
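Assay system – parental CHO cells · Reagent – ATP stimulus · Detection – intracellular calcium via Fluo-8 no-wash fluorescent dye · Evaluation – percent inhibition of ATP-evoked calcium rise, normalized to controls · Controls – ATP wells versus no-ATP DMSO wells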
OXTR potentiator: potentiators of human oxytocin receptor; CHO-OTR cells, Fluo-8 calcium fluorescence, potentiator mode; 0% = oxytocin EC15, 100% = EC100; actives 0.061% (n = 320,000); activation, % at 3 µM; P30559;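 active = activation above that plate's cutoff, the mean activation of tested compounds plus 3 SD, cut at about 6.6% in these data, passing the limit was not always enough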;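 also: 100% uses oxytocin at 75 nM as the full agonist control; some results filed as inactive read as strong as hits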
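Material: human OTR in CHO cells. Compound: 3.0 µM, one dose. Timing: compound 6 min at room temperature before oxytocin, 100 s read. Evaluation: % activation of max/min ratio relative to oxytocin controls. Replication: single well per compound, singlicate. Signal: Fluo-8 calcium dye fluorescence.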
TAAR1 antagonist: antagonists of human TAAR1 | CHO RD-HGA16 TAAR1, Fluo-8 calcium fluorescence, antagonist | inhibition, % at 3 µM | actives 1.5% (n = 360,000) | Q96RJ0;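 active = inhibition above a per-plate cutoff, the mean inhibition of test compounds on that plate plus 3 SD, cut at about 49% in these data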;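 also: 0% = DMSO plus EC80 beta-PEA response and 100% = DMSO alone without agonist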
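Test system: RD-HGA16 CHO cells with stable hTAAR1 and Gα16 / Probe or stimulus: EC80 β-phenethylamine stimulus / Times: seeding 17-24 h prior, 75-min 37 °C, 30-min RT dye loading / Detection: Fluo-8 calcium-sensitive fluorescence / Read-out basis: % inhibition scaled between DMSO and EC80 PEA controls / Repeats: singlicate, one well per test compound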
* marks the source's active call; other numbers are inactive results; x = not tested or not shown.

SMILES | V1aR counter | GPR7 antag | OXTR ag | CHO-K1 Ca antag | CHO-K1 Ca PAM | CHO-K1 Ca ag | CHO parental Ca | OXTR potentiator | TAAR1 antagonist
Cc1ccc(S(=O)(=O)N2CCCCC2)cc1NC(=O)CSc1nnc(C2CC2)n1C | 2.3 | x | 0.3 | -10 | -9 | 0.4 | -7 | -2 | -3
COCCNC(=O)c1ccccc1-c1nc(-c2ccccc2OC)no1 | 1.0 | -8 | -0.2 | -3 | -8 | 2.9 | -16 | -2 | 20
CCc1ccccc1N1CN(Cc2ccco2)CNC1=S | -2.0 | -12 | -0.2 | -14 | 23 | 4.3 | -12 | -12 | -24
O=C(C[n+]1ccc(C(=O)c2ccccc2)cc1)Nc1cccc([N+](=O)[O-])c1 | x | x | x | -26 | 14 | 1.0 | x | x | 11
O=C(COC(=O)c1cccc(F)c1)Nc1cccnc1Cl | -0.5 | -7 | 0.1 | -9 | 8 | 1.3 | -7 | -4 | 0
N#Cc1ccc(OCc2noc(-c3ccsc3)n2)cc1 | -2.1 | 12 | -1.8 | -5 | 5 | 1.2 | -4 | -3 | -20
CNc1ccc(-c2cccc(C(C)=O)c2)cn1 | x | x | x | -3 | 0 | 0.0 | x | x | 0
CC(C)N(C(=O)CSc1nnc(NC(=O)c2cccs2)s1)C(C)C | -0.1 | 1 | -1.3 | -14 | 10 | 0.3 | -1 | -13 | 1
O=C(COC(=O)c1cccc(OC(F)F)c1)Nc1ncccn1 | 0.3 | x | 0.0 | 8 | 21 | -0.5 | -16 | -8 | 5
CCCCn1c(N)c(N(CC(C)C)C(=O)c2ccc(Br)s2)c(=O)[nH]c1=O | -0.1 | -5 | 0.4 | -5 | 19 | 0.0 | -15 | 3 | -31
CCCOc1ccc(/C=N/NC(=O)CSCc2ccc([N+](=O)[O-])cc2)cc1OCC | 0.2 | -10 | -1.6 | -14 | 21 | 1.1 | -13 | -12 | -5
CCOC(=O)C1CCN(c2nc3cc(OC)ccc3cc2C#N)CC1 | -0.6 | -3 | -1.6 | 3 | 18 | 1.9 | -17 | -19 | 31
C/C(=N\NC(=O)CCCNc1ccc(C)cc1)c1ccccn1 | 1.6 | -12 | 2.3 | -6 | 28 | 0.8 | 1 | 1 | 1
CCC1CCCCN1C(=O)COc1cccc2c1CCN(C)C2=O (stereo unspecified) | 1.2 | -21 | 1.0 | -11 | 6 | 3.1 | 12 | -15 | -7
Cc1ccc(S(=O)(=O)CC(=O)Nc2nnc(C)s2)cc1 | 1.0 | -3 | -0.1 | -11 | 6 | 0.4 | -7 | -2 | 10
O=C(NCCNC1CCC(c2ccccc2)CC1)c1ccc(F)cc1 (stereo unspecified) | 8.6 | 4 | 16 | -5 | 5 | 7.2 | -6 | -25 | 2
CC(C)n1cnc2c(Nc3cccc(F)c3)nc(NCCO)nc21 | -0.2 | x | -1.7 | -8 | 13 | -0.1 | -14 | -2 | -2
Oc1c(C(Nc2ccccn2)c2ccccn2)ccc2cccnc12 (stereo unspecified) | 0.5 | 1 | -2.1 | -10 | 16 | 1.5 | -2 | -3 | 0
Cc1csc(SC(C)C(=O)NCC2CCCO2)n1 (stereo unspecified) | 0.6 | x | 0.0 | 1 | 3 | 0.0 | -12 | 2 | -17
CC(Oc1ccccc1Cl)C(=O)Nc1ccc(S(=O)(=O)Nc2nccs2)cc1 (stereo unspecified) | -0.8 | x | 1.0 | -10 | 19 | 0.2 | -12 | -4 | 6
COc1ccc2[nH]c(=O)c(CN(Cc3cccnc3)Cc3nnnn3CC3CCCO3)cc2c1 (stereo unspecified) | -0.1 | -9 | -0.5 | -10 | 8 | 1.8 | -5 | -16 | -16
Clc1ccc2nc(-c3ccccc3)nc(C(Cl)Cl)c2c1 | x | -19 | x | -9 | 16 | 0.5 | x | x | 2
Cc1[nH]c2ccccc2c1C(=O)CSc1ncn[nH]1 | -0.4 | 0 | 2.2 | 2 | 14 | 0.7 | 10 | -8 | -13
O=C1NC[C@H](CCCCN2C[C@H](Cc3ccc(O)cc3)N(CCc3ccccc3)C(=O)C2=O)N(CCc2ccccc2)C1=O | x | x | x | -6 | 4 | 0.6 | x | x | 6
CC12CCC(=O)N1C(C(=O)Nc1nc(-c3ccc(F)cc3)cs1)CS2 (stereo unspecified) | -0.8 | x | -2.6 | 6 | -13 | -0.1 | -10 | -5 | 35
CCc1nc2c(OCC(=O)c3ccc(Cl)cc3Cl)cccn2c1N(C)C(=O)COc1ccccc1 | x | x | x | -2 | -8 | 1.2 | x | x | -14
CC(C)c1ccccc1OCCCN1CCCC1 | -0.7 | -13 | 1.8 | 16 | -21 | 0.3 | -12 | 7 | -12
Clc1ccccc1-c1nnc2sc(C3COc4ccccc4O3)nn12 (stereo unspecified) | 0.3 | 3 | 0.8 | -4 | 14 | 1.7 | -31 | -4 | 2
CC(=O)N1CCN(S(=O)(=O)c2ccc3c(c2)CCC(=O)N3)CC1 | 1.0 | x | 2.6 | -14 | 11 | 4.5 | -4 | 4 | -7
O=S(=O)(/C=C/c1ccccc1)Oc1ccccc1 | -0.6 | -10 | -1.3 | -20 | 12 | 0.5 | -18 | 3 | -6

Given with tabs: entries from further up.
smiles	V1aR counter	GPR7 antag	OXTR ag	CHO-K1 Ca antag	CHO-K1 Ca PAM	CHO-K1 Ca ag	CHO parental Ca	OXTR potentiator	TAAR1 antagonist
Cc1ccc(S(=O)(=O)N2CCCCC2)cc1NC(=O)CSc1nnc(C2CC2)n1C	2.3	x	0.3	-10	-9	0.4	-7	-2	-3
COCCNC(=O)c1ccccc1-c1nc(-c2ccccc2OC)no1	1.0	-8	-0.2	-3	-8	2.9	-16	-2	20
CCc1ccccc1N1CN(Cc2ccco2)CNC1=S	-2.0	-12	-0.2	-14	23	4.3	-12	-12	-24
O=C(C[n+]1ccc(C(=O)c2ccccc2)cc1)Nc1cccc([N+](=O)[O-])c1	x	x	x	-26	14	1.0	x	x	11
O=C(COC(=O)c1cccc(F)c1)Nc1cccnc1Cl	-0.5	-7	0.1	-9	8	1.3	-7	-4	0
N#Cc1ccc(OCc2noc(-c3ccsc3)n2)cc1	-2.1	12	-1.8	-5	5	1.2	-4	-3	-20
CNc1ccc(-c2cccc(C(C)=O)c2)cn1	x	x	x	-3	0	0.0	x	x	0
CC(C)N(C(=O)CSc1nnc(NC(=O)c2cccs2)s1)C(C)C	-0.1	1	-1.3	-14	10	0.3	-1	-13	1
O=C(COC(=O)c1cccc(OC(F)F)c1)Nc1ncccn1	0.3	x	0.0	8	21	-0.5	-16	-8	5
CCCCn1c(N)c(N(CC(C)C)C(=O)c2ccc(Br)s2)c(=O)[nH]c1=O	-0.1	-5	0.4	-5	19	0.0	-15	3	-31
CCCOc1ccc(/C=N/NC(=O)CSCc2ccc([N+](=O)[O-])cc2)cc1OCC	0.2	-10	-1.6	-14	21	1.1	-13	-12	-5
CCOC(=O)C1CCN(c2nc3cc(OC)ccc3cc2C#N)CC1	-0.6	-3	-1.6	3	18	1.9	-17	-19	31

(more compounds)
SMILES | V1aR counter | GPR7 antag | OXTR ag | CHO-K1 Ca antag | CHO-K1 Ca PAM | CHO-K1 Ca ag | CHO parental Ca | OXTR potentiator | TAAR1 antagonist
Cc1[nH]c2ccccc2c1C(=O)C(=O)N1CCCc2ccccc21 | 1.8 | -3 | 2.2 | -5 | 22 | 2.1 | -5 | -1 | -7
COc1ccc(Cc2c(-c3ccc(C)cc3)nc3cc(C)c(Br)c(C)n23)c(C)c1 | x | x | x | -18 | 14 | 1.1 | x | x | -27
CC(=O)OCC(=O)C1(O)CCC2C3CCC4=CC(=O)CCC4(C)C3(Cl)C(O)CC21C (stereo unspecified) | x | x | x | -3 | -9 | 0.0 | x | x | -10
COc1cc(/C=N/NC(=O)C(=O)N2CCCC2)ccc1O | -0.2 | -4 | -0.7 | 1 | -1 | -1.1 | -8 | 4 | -19
COc1ccc(/C(N)=N/OC(=O)c2ccc(C)c([N+](=O)[O-])c2)cc1OC | 0.0 | -3 | 1.3 | -1 | -2 | -0.6 | -20 | -7 | -7
Cc1nc2ncnn2c(C)c1Cc1cccc(F)c1 | 1.3 | -16 | 0.1 | -16 | 17 | 0.9 | -6 | -9 | 12
O=C(O)c1cc(S(=O)(=O)NCCN2CCNC2=O)ccc1O | 0.3 | 1 | 0.2 | -5 | -4 | -0.5 | 2 | -8 | -17
COC(=O)[C@H](CC(C)C)N(Cc1ccccc1)S(=O)(=O)N(Cc1ccc(OC)cc1)[C@@H](CC(C)C)C(=O)OC | 1.0 | x | 5.2 | -17 | 21 | 1.8 | -17 | -10 | 6
Cc1cc(C)n(C(=O)CCCCCCCCC(=O)n2nc(C)cc2C)n1 | 0.5 | -6 | 0.5 | 1 | 7 | -0.2 | -4 | -4 | -16
Cc1ccc2cc(CN(CC(C)C)S(=O)(=O)c3cccc4nonc34)c(=O)[nH]c2c1 | 0.1 | -17 | 0.7 | -3 | 1 | 0.7 | -9 | -3 | -1
CCc1nc2c(OCc3ccccc3)cccn2c1N(C)C(=O)c1ccc2c(c1)OCO2 | x | x | x | 6 | -10 | 0.5 | x | x | -3
Cc1ccc(C(=O)C2CCN(CC(=O)Nc3ccc(N(C)C)cc3)CC2)cc1 | 2.7 | 3 | 1.3 | -25 | 12 | 1.6 | -16 | -9 | -9
CCOc1ccc(/C=C(\C#N)C(=O)c2c(C)[nH]c3ccccc23)cc1OC | 2.4 | -8 | -1.8 | -11 | 14 | 1.3 | -4 | -7 | 58*
CC(C)CC(=O)Nc1ccc(C(=O)NN2C(=O)c3ccccc3C2=O)cc1 | 0.1 | 15 | 0.8 | -5 | 18 | 0.8 | -17 | -6 | 0
Cc1nc2c(OCc3ccc(Cl)cc3)cccn2c1N(C)Cc1cccs1 | x | x | x | 7 | -11 | 8.8 | x | x | 17
CCn1c(SCC(=O)Nc2ccc(OC)cc2)nc2nc3c(cc2c1=O)COC(C)(C)C3 | -0.6 | -11 | -2.0 | -4 | 17 | 4.8 | -18 | -1 | 7

Screening data: PubChem BioAssay, The Scripps Research Institute Molecular Screening Center
